# SENP7 inh: SENP7 protease inhibition; Q9BQF6; recombinant SENP7, Z-RLRGG-aminoluciferin luminescence, 40 min; inhibition, % at 5 µM; 330,000 tested, 1.5% active;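 active = inhibition above about 50% at the single test dose, limit read from the data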;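 also: plate controls were DMSO with enzyme for no effect and no enzyme buffer wells for full effect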
# SENP6 inh: SENP6 protease inhibition | Recombinant SENP6 catalytic domain, aminoluciferin luminescence | inhibition, % at 10 µM | 330,000 tested, 1.8% active | AID 2599;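 active = inhibition above about 50% at the single tested dose, limit read from the data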;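 also: plate controls were DMSO wells with enzyme for no effect and DMSO wells lacking enzyme for full effect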
# SENP8 block-1: SENP8 (human) protease inhibition | AID 602440 | Q96LD8 | inhibition, % at 20 µM | recombinant SENP8, Nedd8 substrate fluorescence | 360,000 tested, 0.64% active; in the data active = inhibition mostly above about 40%, no sharp cut-off; inactive = mostly below about 27%
# SENP1 inh: blocks the human SENP1 SUMO protease catalytic domain | Q9P0U3 | recombinant SENP1 catalytic domain, CyPet-SUMO1-YPet FRET cleavage | inhibition, % at 10 µM | 360,000 tested, 0.21% active | AID 624204;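 active = inhibition at least 30% at 10 µM, raw YFP signal under a set limit, fluorescence ratio 0.5 to 1.5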;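 also: 0% = enzyme with DMSO and 100% = no enzyme wells; some results filed as inactive read as strong as hits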
#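 system = hSENP1 catalytic domain, recombinant | reagent = SFCypet-SUMO1-SFYpet substrate at 25 nM | doses = one dose per compound, 10 µM, 0.5% DMSO | incubation = enzyme reaction for 50 min at room temperature, dark | measured by = FRET, CFP and YFP emission | controls = no-enzyme low, enzyme-DMSO high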
# NLRP3 yeast inh: inhibitors of NALP3 inflammasome in yeast | inhibition, % at 10 µM | 330,000 tested, 0.39% active | AID 2825 | Yeast reconstituted NLRP3/ASC/caspase-1, beta-gal luminescence, 24 h;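 active = inhibition of 50% or more; inactive = inhibition below 50%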;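 also: plate controls were induced DMSO wells for no effect and uninduced yeast grown without galactose for full effect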
# Apaf-1 inh: blocks human Apaf-1 apoptosome activity; inhibition, % at 20 µM; 330,000 tested, 0.71% active; O14727; AID 489030; reconstituted apoptosome caspase-3 activity, DEVD-Rh110 fluorescence; active = inhibition of at least 40% at 20 µM;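 also: plate controls were DMSO wells for no effect and DEVD-CHO caspase inhibitor wells for full effect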
#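 Assay system – apoptosome proteins · Medium – Hepes buffer, pH 7.5 · Also added – cytochrome c with DEVD-Rh110 · Timing – 30 min compound preincubation, 50 min activation, room temperature · Detection – Rh110 fluorescence, excitation 480 nm, emission 540 nm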
# PfGluPho inh: PfG6PD (Plasmodium falciparum) enzyme inhibition. PfGluPho enzyme, NADPH resazurin-diaphorase fluorescence. inhibition, % at 20 µM. 350,000 tested, 0.78% active;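 active = inhibition reaching at least a set limit at 20 µM in the primary screen, cut at about 59% in these data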;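 also: 0% = DMSO wells with substrate and 100% = DMSO wells lacking glucose-6-phosphate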
# SENP8 block-2: SENP8 protease inhibition | purified SENP8, Z-RLRGG-aminoluciferin cleavage, luminescence | inhibition, % at 10 µM | 330,000 tested, 1.2% active | AID 2540; in the data active = inhibition above about 50%
# HKDC1 inhibitor: inhibitors of human hexokinase HKDC1; inhibition, % at 20 µM; recombinant HKDC1, G6PDH/diaphorase resazurin coupled fluorescence; 340,000 tested, 0.16% active;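 active = inhibition above about 35% when tested at 20 µM, limit read from the data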;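 also: plate controls were DMSO wells with enzyme for no effect and DMSO wells lacking enzyme for full effect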
# Target sequence (Q2TB90 whole entry, looked up): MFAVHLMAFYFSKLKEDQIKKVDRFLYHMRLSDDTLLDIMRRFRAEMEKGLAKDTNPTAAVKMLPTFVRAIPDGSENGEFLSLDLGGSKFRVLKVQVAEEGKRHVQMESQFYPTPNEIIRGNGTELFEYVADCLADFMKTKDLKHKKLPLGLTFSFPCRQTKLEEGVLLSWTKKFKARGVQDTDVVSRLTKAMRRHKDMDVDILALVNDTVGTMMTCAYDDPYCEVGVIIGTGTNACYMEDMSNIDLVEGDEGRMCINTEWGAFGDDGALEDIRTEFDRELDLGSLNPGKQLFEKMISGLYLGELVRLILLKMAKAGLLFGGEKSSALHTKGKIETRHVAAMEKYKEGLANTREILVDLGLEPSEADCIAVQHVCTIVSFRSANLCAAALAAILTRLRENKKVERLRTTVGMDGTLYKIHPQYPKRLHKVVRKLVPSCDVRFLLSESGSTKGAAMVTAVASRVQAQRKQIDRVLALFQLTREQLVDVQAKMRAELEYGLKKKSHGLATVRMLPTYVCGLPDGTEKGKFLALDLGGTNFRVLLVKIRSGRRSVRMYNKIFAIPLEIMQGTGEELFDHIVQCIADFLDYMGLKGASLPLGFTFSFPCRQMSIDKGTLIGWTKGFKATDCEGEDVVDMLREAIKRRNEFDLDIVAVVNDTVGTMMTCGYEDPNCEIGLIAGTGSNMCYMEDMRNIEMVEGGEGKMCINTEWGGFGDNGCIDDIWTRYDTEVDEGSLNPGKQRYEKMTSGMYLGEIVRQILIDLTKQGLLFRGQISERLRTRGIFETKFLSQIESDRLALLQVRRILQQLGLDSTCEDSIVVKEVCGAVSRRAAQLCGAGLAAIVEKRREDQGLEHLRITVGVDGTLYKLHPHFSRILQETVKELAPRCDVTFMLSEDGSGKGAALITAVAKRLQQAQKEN
#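 Test system: recombinant HKDC1 (HK5) hexokinase enzyme, produced in-house / Doses: 20 µM test compound, 1% DMSO / Timing: 90 min, room temperature / Detection: G6PDH/diaphorase-coupled fluorescence, 1 mM NADP, 100 µM resazurin, 525/613 nm / Control set: DMSO wells with and without enzyme mix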
# Starred values were filed as active, the others as inactive; nt = no result given.
SMILES,SENP7 inh,SENP6 inh,SENP8 block-1,SENP1 inh,NLRP3 yeast inh,Apaf-1 inh,PfGluPho inh,SENP8 block-2,HKDC1 inhibitor
O=C(c1cncc(Br)c1)N1CCCc2ccccc21,-2,-5,18,1,5,-3,2,1,-3
O=C(COc1ccccc1)Nc1ccc(C(=O)N2CCCC2)cc1,14,12,-4,0,14,12,-12,-7,-4
COc1cccc(C(=O)CC(=O)C(=O)Nc2cc(Cl)c(OC)cc2OC)c1,7,-10,34,2,2,0,7,4,-3
CCN(CC)CCN(C(=O)c1ccc2c(c1)CCCC2)c1nc2ccc(F)cc2s1,0,-13,18,-1,29,-3,27,-3,9
CCCN(CCC)CCNC(=O)c1cc2c(=O)n(C)c3ccccc3c2n1C,4,-4,-300,-3,3,1,4,2,3
CCOc1ccc2nc(SCC(=O)NCC3CCCO3)sc2c1 (stereo not given),-5,30,8,0,18,7,-2,-8,-3
CCN(CC)S(=O)(=O)c1ccc2nnn(OCC(=O)Nc3cccc(C#N)c3)c2c1,1,-7,10,0,-16,18,17,5,3
CNc1nc(Cl)nc2c1ncn2-c1ccccc1,nt,nt,1,0,nt,nt,1,nt,-5
CCCn1c(N)c(N(CCOC)C(=O)CSCC(=O)Nc2ccc(C)cc2)c(=O)[nH]c1=O,9,-8,6,-2,1,-8,-2,-4,-9
O=C(CN1C(=O)NC2(CCCc3ccccc32)C1=O)NC1CCCCC1 (stereo not given),5,-8,4,1,16,5,-9,-2,-1
CCCc1nc2sc3c(c2c(=O)n1NC(=O)c1ccco1)CC(C)(C)OC3,3,-3,10,3,-4,-10,-11,5,-8
Cc1ccc2c(c1)-n1c(nc3cc(Cl)ccc3c1=O)C(CC(C)C)NC2=O (stereo not given),0,4,nt,nt,20,12,nt,-6,nt
COc1ccc(CN2C(=O)c3cccnc3C2=O)cc1S(=O)(=O)NCc1ccco1,5,-1,8,-1,4,-14,11,1,0
Cc1ccc(-n2cccc2/C=C2\C(=N)N3N=C(C(C)C)SC3=NC2=O)cc1,-4,11,-2,-3,20,8,-10,-5,6
CCn1cc(S(=O)(=O)CC(=O)Nc2ccc(OC)cc2)c2ccccc21,-4,-6,-6,-2,9,7,-1,-7,1
O=C(Nc1nnc(-c2ccccc2)o1)c1cccc(S(=O)(=O)N2CCOCC2)c1,-5,-4,7,-2,6,-5,1,5,-2
Cc1ccc(N2C(=O)N(CC(=O)N3c4ccccc4CC3C)C(=O)C2C)cc1 (stereo not given),4,-12,-1,-1,22,0,8,4,0
O=[N+]([O-])c1ccc(COc2cccc(CN3CCOCC3)c2)cc1,nt,nt,11,1,nt,nt,13,nt,0
Cc1cccc2cc3c(N)c(C(=O)Nc4ccc(N5CCOCC5)cc4)sc3nc12,1,-13,27,65*,42,5,11,4,-4
Cc1ccnc(NS(=O)(=O)c2ccc(NC(=O)CCc3ccccc3)cc2)n1,-2,2,7,-9,8,0,-8,-8,-2
O=C(CN1CCN(Cc2ccccc2)CC1)c1ccc(Br)cc1,nt,nt,14,-1,nt,nt,12,nt,-4
O=S1(=O)CCOC[C@H](Cc2ccccc2)N1Cc1ccccc1Br,nt,nt,14,2,nt,nt,-2,nt,-1
CCC(=O)Nc1c(-c2cccs2)c(=O)c2ccccc2n1C,2,-10,-28,-8,-2,0,-1,-5,2
Cc1ccc(OCCSc2ncnc3nc[nH]c23)cc1,7,-16,35,-1,15,10,-22,-8,2
COc1ccc(-c2nc3ncccn3c2Nc2ccc3c(c2)OCCO3)cc1,3,-14,-2,32*,-3,-4,6,-2,7

# Given with bars between the fields: two of the compounds above.
Compound | SENP7 inh | SENP6 inh | SENP8 block-1 | SENP1 inh | NLRP3 yeast inh | Apaf-1 inh | PfGluPho inh | SENP8 block-2 | HKDC1 inhibitor
O=[N+]([O-])c1ccc(COc2cccc(CN3CCOCC3)c2)cc1 | nt | nt | 11 | 1 | nt | nt | 13 | nt | 0
O=C(CN1CCN(Cc2ccccc2)CC1)c1ccc(Br)cc1 | nt | nt | 14 | -1 | nt | nt | 12 | nt | -4

# (continued)
SMILES,SENP7 inh,SENP6 inh,SENP8 block-1,SENP1 inh,NLRP3 yeast inh,Apaf-1 inh,PfGluPho inh,SENP8 block-2,HKDC1 inhibitor
CN(CC(=O)Nc1cccc(F)c1)C(=O)c1cc(-c2cccs2)nn1-c1ccccc1,-21,-5,10,1,7,21,-6,1,-1
O=C(NCc1ccccn1)c1ccc(=O)oc1,1,4,-57,-1,12,-3,-3,7,-2
O=[N+]([O-])CC(c1ccccc1)P(=O)(c1ccccc1)c1ccccc1 (stereo not given),-4,-35,17,1,-2,9,13,-10,-3
CCOc1ccc2c(c1)C(N(CCN1CCOCC1)C(=O)Nc1ccc(OC)cc1OC)CC(C)(C)O2 (stereo not given),-3,-11,8,4,8,10,-1,-1,0
Cn1c(SCc2c(F)cccc2Cl)nc2c(c1=O)SCC2,-5,-3,22,-2,34,-2,-6,0,0
CCOC(=O)C(CCCP(=O)(c1ccccc1)c1ccccc1)(NC(C)=O)C(=O)OCC,-2,-17,23,2,6,-21,-8,-6,-6
COC(=O)C(CC(C)C)NC(=O)c1cc(OC)c(OC)c(OC)c1 (stereo not given),10,-19,14,0,7,1,-5,0,-3
COc1cccc(NC(=O)COC(=O)Cc2ccc(Br)cc2)c1,-1,-19,4,6,4,0,6,-1,-3
CCC(C)NC(=O)COC(=O)c1ccc(Cl)cc1O (stereo not given),-2,-10,-20,1,25,6,-4,-8,-5
CCCCNC(=O)c1ccc(CS(=O)(=O)c2ccc(C)cc2)o1,-5,2,10,-6,-1,11,-2,-6,-1
O=[N+]([O-])c1ccc(CSc2ccc(-c3ccccn3)nn2)cc1,-12,-9,24,3,6,9,12,-12,-8
Cc1ccc(NC2=C(Cl)C(=O)OC2OC(C)C)c(C)c1 (stereo not given),2,1,19,0,-15,-10,-4,8,-3
CCOCC(=O)Nc1ccc(S(=O)(=O)NCC2CCCO2)cc1 (stereo not given),8,3,11,-2,11,0,7,0,-4
COc1cc(NC(=O)c2ccc(NC3=NC4CS(=O)(=O)CC4S3)cc2)cc(OC)c1 (stereo not given),14,-4,2,2,17,6,6,-11,-5
CC1CN(C(C)C(=O)NC(c2ccccc2)c2ccccc2)CC(C)O1 (stereo not given),2,-18,9,1,-1,6,-10,-8,-3
COc1ccc(/C=N/NC(=O)CNC(=O)/C=C/c2ccco2)cc1OC,-1,1,-2,-1,-1,-408,15,5,-5
COc1ccc2[nH]c(=O)c(CN(C(=O)c3cccnc3)c3ccc(C)c(C)c3)cc2c1,-5,9,-338,-4,-6,-4,3,-9,-4
COCCNS(=O)(=O)c1cc(Br)ccc1OC,-6,-3,12,1,-7,-16,-4,1,2
COc1cc(-c2noc(C)c2C#Cc2nccn2C)cc(OC)c1OC,2,-3,7,0,9,10,-25,0,0
CC(C)(c1cc(Cl)c(O)c(CN2CCOCC2)c1)c1cc(Cl)c(O)c(CN2CCOCC2)c1,nt,nt,6,0,nt,nt,16,nt,6

# Single values from the entries so far:
# COc1cc(NC(=O)c2ccc(NC3=NC4CS(=O)(=O)CC4S3)cc2)cc(OC)c1 (stereo not given) @ Apaf-1 inh: 6
# CC(C)(c1cc(Cl)c(O)c(CN2CCOCC2)c1)c1cc(Cl)c(O)c(CN2CCOCC2)c1 @ PfGluPho inh: 16

# In the list so far, these contain an aryl methoxy group.
SMILES,SENP7 inh,SENP6 inh,SENP8 block-1,SENP1 inh,NLRP3 yeast inh,Apaf-1 inh,PfGluPho inh,SENP8 block-2,HKDC1 inhibitor
COc1cccc(C(=O)CC(=O)C(=O)Nc2cc(Cl)c(OC)cc2OC)c1,7,-10,34,2,2,0,7,4,-3
COc1ccc(CN2C(=O)c3cccnc3C2=O)cc1S(=O)(=O)NCc1ccco1,5,-1,8,-1,4,-14,11,1,0
CCn1cc(S(=O)(=O)CC(=O)Nc2ccc(OC)cc2)c2ccccc21,-4,-6,-6,-2,9,7,-1,-7,1
COc1ccc(-c2nc3ncccn3c2Nc2ccc3c(c2)OCCO3)cc1,3,-14,-2,32*,-3,-4,6,-2,7
CCOc1ccc2c(c1)C(N(CCN1CCOCC1)C(=O)Nc1ccc(OC)cc1OC)CC(C)(C)O2 (stereo not given),-3,-11,8,4,8,10,-1,-1,0
COC(=O)C(CC(C)C)NC(=O)c1cc(OC)c(OC)c(OC)c1 (stereo not given),10,-19,14,0,7,1,-5,0,-3
COc1cccc(NC(=O)COC(=O)Cc2ccc(Br)cc2)c1,-1,-19,4,6,4,0,6,-1,-3
COc1cc(NC(=O)c2ccc(NC3=NC4CS(=O)(=O)CC4S3)cc2)cc(OC)c1 (stereo not given),14,-4,2,2,17,6,6,-11,-5
COc1ccc(/C=N/NC(=O)CNC(=O)/C=C/c2ccco2)cc1OC,-1,1,-2,-1,-1,-408,15,5,-5
COc1ccc2[nH]c(=O)c(CN(C(=O)c3cccnc3)c3ccc(C)c(C)c3)cc2c1,-5,9,-338,-4,-6,-4,3,-9,-4
COCCNS(=O)(=O)c1cc(Br)ccc1OC,-6,-3,12,1,-7,-16,-4,1,2
COc1cc(-c2noc(C)c2C#Cc2nccn2C)cc(OC)c1OC,2,-3,7,0,9,10,-25,0,0

# Bioassay records as filed in PubChem.
